Compound activity (PubChem BioAssay)
HEK293 NOD2/NF-kB: inhibition of NOD2-driven NF-kB reporter – cell-based, luminescence, uHTS, HEK293 (AID 1566). one-dose inhibition, % at 4 µM; EC50 in µM for titrated hits. HEK293 NOD2/NF-kB luciferase reporter, luminescence; higher % means a stronger effect. 290,000 compounds, 0.63% hits; also: many of its hits are not listed in these tables
Large T inhibition: TAg ATPase/helicase activity blockers – biochemical (AID 1903). SV40 large T antigen ATPase/helicase inhibition assay; higher % means a stronger effect. 310,000 compounds, 0.39% hits. one-dose inhibition, % at 20 µM; IC50 in µM for titrated hits; in the data active = a potency from the dose series; also: strong numbers were not always called active
GPR55 activation: selective activators of receptor GPR55 – imaging, U2OS cells, beta-arrestin-GFP redistribution, primary screen (AID 1961); U2OS GPR55 beta-arrestin-GFP redistribution imaging; higher % means a stronger effect; activation, % at 10 µM, or EC50 in µM where a hit was titrated; 290,000 compounds, 0.048% hits;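 active = activation above 40% with more than 50 cells counted in the well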;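 also: U2OS osteosarcoma cells stably expressing GPR55 and beta-arrestin-GFP; plate controls were DMSO negative control for no effect and LPI positive control for full effect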
HIV fusion peptide: cell-free HIV fusion peptide-binding blockers – biochemical, uHTS, fluorescence dequenching, primary screen (AID 1986). 290,000 compounds, 0.3% hits. inhibition, % at 20 µM, or IC50 in µM where a hit was titrated. cell-free peptide binding, fluorescence dequenching, 30 min; higher % means a stronger effect; in the data active = inhibition mostly above about 52%, no sharp cut-off; inactive = mostly below about 76%; also: some results filed as inactive read as strong as hits
KOR beta-arrestin-1: kappa opioid receptor blockers – cell-based, luminescence, uHTS (AID 1778); one-dose inhibition, % at 10 µM; IC50 in µM for titrated hits; 290,000 compounds, 0.091% hits; KOR beta-arrestin recruitment, luminescence, antagonist mode; higher % means a stronger effect; also: strong numbers were not always called active
KOR beta-arrestin-2: KOR agonists, beta-arrestin recruitment, primary screen, cell-based, luminescence, uHTS (AID 1777) | KOR beta-arrestin recruitment, luminescence; higher % means a stronger effect | activation, % at 10 µM, or EC50 in µM where a hit was titrated | 280,000 compounds, 0.02% hits; in the data active = activation above about 50%, passing the limit was not always enough; also: a part of the inactive calls stands beside numbers as strong as those of hits
GPR55 LPI antagonism: inhibition of LPI-stimulated GPR55 beta-arrestin translocation – imaging, U2OS, beta-arrestin-GFP, LPI agonist, primary screen (AID 2013) | U2OS GPR55 beta-arrestin-GFP translocation imaging, LPI antagonism; higher % means a stronger effect | 290,000 compounds, 0.13% hits | inhibition, % at 10 µM; hits with a dose series show IC50 in µM;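 active = spots per cell inhibited over 60%, with over 100 cells counted and total cytoplasm intensity under 500,000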;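 also: U2OS cells stably carrying GPR55 and arrestin-GFP stimulated by 5 µM LPI near EC80; imaged beta-arrestin-GFP aggregate spots per cell after agonist stimulation; plate controls were LPI-stimulated DMSO wells for no effect and DMSO wells without LPI for full effect; some results filed as inactive read as strong as hits; confirmed hits need IC50 under 10 µM and bright autofluorescent wells are also inconclusive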
NOD1 inhibition: inhibition of NOD1-driven NF-kB reporter – cell-based, luminescence, uHTS, primary screen (AID 1578). 290,000 compounds, 1% hits. NOD1-driven NF-kB luciferase reporter cells, luminescence; higher % means a stronger effect. inhibition, % at 4 µM, or EC50 in µM where a hit was titrated; in the data active = inhibition mostly above about 36%, no sharp cut-off; inactive = mostly below about 34%;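 also: HEK-293T reporter cells stimulated with the NOD1 agonist gamma-tri-DAP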
MgcRacGAP inhibition: MgcRacGAP GTPase-activating activity inhibitors, confirmation, biochemical, ADP Hunter fluorescence; MgcRacGAP-stimulated Rac1 GTP hydrolysis, ADP Hunter fluorescence; higher % means a stronger effect; GST-tagged Rac1 F28L mutant substrate; one-dose inhibition, % at 30 µM; IC50 in µM for titrated hits; 340,000 compounds, 0.6% hits; AID 624330;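 active = first-screen hits whose inhibition reached a set limit at any dose in the follow-up dose series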;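 also: fluorescence reports GDP produced by GAP-driven GTP hydrolysis; strong numbers were not always called active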
Starred values were filed as active, the others as inactive; nt = not tested or not shown; [ ] = dose if it differs, or a comment. Rule as the data show it, unless noted: active = inhibition above about 50%; inactive = the rest. An excerpt; count on the stated rates, not on these rows.

SMILES	HEK293 NOD2/NF-kB	Large T inhibition	GPR55 activation	HIV fusion peptide	KOR beta-arrestin-1	KOR beta-arrestin-2	GPR55 LPI antagonism	NOD1 inhibition	MgcRacGAP inhibition
CCn1c(SC)nnc1-c1nnc(SC)n1CC	15%	13%	-0.1%	-1.3%	-4%	-2.2%	4%	-6%	3%
COc1ccc(/C=N/Nc2ncnc3scc(-c4ccccc4)c23)cc1OC	22%	8%	-0.1%	1.9%	-7%	-3.8%	2%	25%	12%
Cc1c(C)c2ccc(OC(C)C(=O)NC3CC(C)(C)NC(C)(C)C3)cc2oc1=O (configuration not stated)	2%	7%	-0.1%	2.9%	-25%	-1.0%	6%	-6%	-2%
CSc1ccc(/C=N/NC(=O)C[n+]2ccccc2)cc1	4%	6%	-0.1%	-0.4%	8%	-3.3%	12%	0%	7%
Cc1ccc(S(=O)(=O)N(C)C)cc1NC(=O)c1cccnc1Oc1ccccc1	2%	3%	0.2%	-1.5%	-1%	-3.8%	0%	-13%	nt
O=C(Cn1ncc2c3ccccc3n(Cc3ccccc3)c2c1=O)NCCCN1CCOCC1	28%	7%	0.1%	-1.0%	-22%	-3.9%	3%	6%	-15%
Cc1cc(=O)c2ccccc2n1CC(=O)NCc1ccccc1	-4%	3%	-0.2%	3.0%	2%	-3.0%	1%	9%	10%
COc1ccc(/C=N/NC(=O)c2c(-c3ccccc3)noc2C)cc1	-19%	-1%	0.1%	0.2%	-37%	2.7%	4%	34%	7%
CCOP(=O)(OCC)C(NC(=O)c1ccc(OC)cc1)c1ccccc1 (configuration not stated)	6%	3%	-0.3%	-0.6%	9%	-3.0%	17%	-22%	-6%
OCCC1CN(Cc2cc3c(cc2Cl)OCO3)CCN1Cc1ccccc1 (configuration not stated)	-14%	18%	-0.3%	0.6%	3%	-2.2%	0%	-29%	3%
CC(Oc1ccc2cc(-c3ccccc3)c(=O)oc2c1)C(=O)NCC1CCC(C(=O)O)CC1 (configuration not stated)	6%	8%	-0.2%	4.5%	-3%[20 µM]	2.9%	-1%	-35%	-2%
COC(=O)[C@H](Cc1ccccc1)NC(=O)N1CCCCCC1	-1%	4%	-0.2%	0.0%	9%	-0.6%	13%	-4%	10%
O=c1cc(-c2ccc3c(c2)OCCO3)oc2ccc(Cl)cc12	-151%	17%	-0.3%	0.2%	-28%	3.2%	6%	-36%	9%
CC(C)c1nnc(NC(=O)C2CCCN2C(=O)Nc2cccc(Cl)c2)s1 (configuration not stated)	3%	24%	-0.2%	0.7%	-22%	1.4%	6%	-18%	-5%
COc1ccc(C(=O)/C=C/Nc2ccccn2)cc1	-36%	7%	-0.1%	3.2%	-19%	-0.7%	-6%	66%	3%
CCC(CC)CN1CCN=C1N(C)C	6%	14%	-0.2%	-1.6%	-24%[20 µM]	nt	-5%	-4%	2%
Cc1cc(S(=O)(=O)Nc2c(C)nn(C)c2C)c(Cl)cc1Cl	16%	1%	-0.2%	0.5%	-24%	0.8%	0%	4%	-1%
CC(C)(C)c1nc2ccccc2c2nnc(SCC(=O)Nc3nccs3)n12	-58%	2%	-0.1%	-2.8%	-38%	9.1%	-3%	-17%	1%
Nc1c(C(=O)NCc2ccc(F)cc2)c2nc3ccccc3nc2n1CCCN1CCOCC1	3%	4%	-0.1%	0.2%	2%	0.8%	9%	-8%	7%
Cc1ccc(-c2ccc(CCC(=O)O)n2C(C)C)cc1	14%	-1%	0.2%	-2.2%	5%	-0.2%	6%	-1%	2%
O=C(COc1ccccc1/C=C1\SC(=O)NC1=O)Nc1ccccc1	2%	5%	-0.4%	44%	-20%	-2.5%	-3%	3%	10%
Cn1c(C(=O)N2CCCc3ccccc32)cc2c(=O)n3ccccc3nc21	11%	9%	-0.1%	-0.7%	5%	-3.9%	-2%	8%	nt
O=c1[nH]c(=O)n(Cc2ccc(Oc3ccccc3)cc2)cc1Br	29%	7%	-0.1%	0.0%	-17%	-3.9%	5%	21%	7%
CCOc1ccc(S(=O)(=O)N(C)c2ccc(OCC(=O)NCc3ccco3)cc2)cc1	5%	9%	-0.1%	-1.2%	13%	-6.4%	11%	-12%	0%
C/C(=C\c1ccccc1)C(=O)Nc1nc2ccc([N+](=O)[O-])cc2s1	-12%	8%	-0.3%	1.3%	0%	-0.1%	6%	-13%	9%

Overlap with the part before: 3 compounds; new compounds follow.
SMILES	HEK293 NOD2/NF-kB	Large T inhibition	GPR55 activation	HIV fusion peptide	KOR beta-arrestin-1	KOR beta-arrestin-2	GPR55 LPI antagonism	NOD1 inhibition	MgcRacGAP inhibition
O=c1[nH]c(=O)n(Cc2ccc(Oc3ccccc3)cc2)cc1Br	29%	7%	-0.1%	0.0%	-17%	-3.9%	5%	21%	7%
CCOc1ccc(S(=O)(=O)N(C)c2ccc(OCC(=O)NCc3ccco3)cc2)cc1	5%	9%	-0.1%	-1.2%	13%	-6.4%	11%	-12%	0%
C/C(=C\c1ccccc1)C(=O)Nc1nc2ccc([N+](=O)[O-])cc2s1	-12%	8%	-0.3%	1.3%	0%	-0.1%	6%	-13%	9%
CCCC(=O)N1c2ccccc2NC2=C(C(=O)CCC2)C1c1ccc(F)cc1 (configuration not stated)	12%	5%	0.5%	-2.0%	1%	-0.3%	-11%	2%	5%
CN(C)CCCN1C(=O)c2cc3ccccc3cc2C1=O	4%	9%	-0.1%	-1.0%	-5%	-3.1%	-4%	-34%	13%
COc1ccc(OCc2cc(C(=O)N(C)C(C)c3ccon3)no2)c(Cl)c1 (configuration not stated)	-26%	26%	-0.1%	1.0%	3%	-3.2%	4%	-55%	6%
CC(=O)Nc1ccc(S(=O)(=O)Nc2ccc3[nH]c(=O)[nH]c3c2)cc1	-2%	12%	0.3%	-2.3%	8%	1.4%	10%	20%	8%
CC(C)N(Cc1ccccc1)C(=O)COC(=O)/C=C/c1cnc2ccccc2n1	-23%	8%	0.1%	0.5%	14%	-6.5%	-3%	10%	-1%
CCc1ccc(NC(=O)c2cc(C)no2)cc1	-58%	5%	0.5%	-0.6%	-6%	-1.3%	13%	-12%	11%
Cc1nc(NS(=O)(=O)c2cccc([N+](=O)[O-])c2)sc1C(C)(C)C	34%	3%	-0.1%	2.5%	-34%[20 µM]	1.0%	1%	-12%	8%
COc1cc(NC(=O)c2ccc([N+](=O)[O-])cc2)ccc1NC(=O)C(C)C	-10%	5%	-0.1%	0.1%	-18%	-2.0%	-9%	-28%	nt
CCO[C@@H]1OC(C(=O)O)=C[C@H](c2csc3ccccc23)[C@H]1CCCO	14%	6%	0.5%	1.1%	19%	-1.1%	1%	-26%	6%
CCOC(=O)C1(C(=O)OCC)CC1c1ccccc1 (configuration not stated)	-1%	6%	-0.4%	-0.3%	19%	-5.2%	12%	-25%	-3%
CC(C)c1ccc(NC(=O)COc2ccc(C3SCCS3)cc2)cc1	22%	8%	0.2%	2.6%	-20%	-0.6%	11%	6%	13%
Cc1nc(N2CCN(C(=O)c3ccco3)CC2)c2c3c(sc2n1)CC(C)CC3 (configuration not stated)	21%	8%	-0.2%	-1.7%	-20%	0.9%	0.65µM*	-21%	8%
O=C(O)c1cc(S(=O)(=O)Nc2ccc(OCc3ccccc3)cc2)ccc1Br	1%	12%	0.1%	7.8%	-26%	-3.1%	4%	-27%	15%
CCOc1ccc2nc(SCC(=O)N3CCN(C(=O)c4ccco4)CC3)sc2c1	-1%	8%	-0.1%	0.2%	-2%	7.6%	-7%	-11%	7%
CCC(C)[C@H](NC(=O)N1CCn2c1nc1ccccc12)C(=O)NCc1ccc(OC)cc1 (some centres not stated)	14%	-1%	-0.2%	-0.9%	nt	nt	-9%	4%	-32%
O=c1[nH]cnc2c1nnn2Cc1ccccc1	-2%	10%	-0.1%	-0.7%	9%	-2.2%	10%	-6%	7%
Cc1sc2nc(SCC(=O)NCc3cccs3)[nH]c(=O)c2c1C	8%	3%	-1.0%	-1.5%	25%	-3.6%	-8%	3%	-10%
O=C(NCCO)/C(=C/c1cccc([N+](=O)[O-])c1)NC(=O)c1ccco1	13%	-1%	-0.5%	-1.0%	1%	-0.3%	4%	-46%	0%
Nc1nc(SCC(=O)NCCCN2CCOCC2)nc2sc3c(c12)CCC3	-10%	3%	-0.1%	-1.5%	-29%	4.9%	6%	-14%	12%
Clc1ccc(C[n+]2csc3ccccc32)cc1	-28%	34%	0.1%	2.4%	-34%	1.0%	4%	-47%	12%
Cc1ccc(S(=O)(=O)c2c(C(=O)c3ccccc3)cnc3cc4c(cc23)OCCO4)cc1	nt	-2%	0.3%	1.1%	-2%	-1.4%	-18%	nt	7%
Cc1ccc(NC(=O)c2nn(C34CC5CC(CC(C5)C3)C4)cc2[N+](=O)[O-])cc1	16%	0%	-0.1%	-1.5%	29%	-1.3%	-2%	20%	5%
CC1(C)Cc2cccc(OCC(=O)N3CCN(S(=O)(=O)c4ccc(F)cc4)CC3)c2O1	-2%	0%	0.3%	-0.9%	-30%	4.0%	19%	-18%	5%
CN(NC(=O)c1c(Cl)cccc1Cl)c1cccc(Cl)n1	-9%	6%	0.2%	0.3%	8%	0.0%	10%	-36%	-3%
COc1ccc(CN(C(=O)c2ccco2)c2ccc(Br)cc2)cc1OC	12%	-3%	-0.4%	1.1%	12%	-3.8%	7%	14%	3%
Continuation:
SMILES	HEK293 NOD2/NF-kB	Large T inhibition	GPR55 activation	HIV fusion peptide	KOR beta-arrestin-1	KOR beta-arrestin-2	GPR55 LPI antagonism	NOD1 inhibition	MgcRacGAP inhibition
c1ccc2c(c1)CCc1c-2nc2ccccc2c1N1CCOCC1	8%	9%	0.2%	0.9%	-14%	-3.5%	6%	-1%	-6%
COC(=O)CN1C2=NCCCN2c2ccccc21	1%	3%	-0.1%	-0.5%	-54%[20 µM]	-0.7%	-5%	-11%	4%
Nc1ccccc1SCC1CSc2nc3ccccc3c(=O)n21 (configuration not stated)	9%	14%	0.3%	-0.2%	-5%	2.6%	-2%	-13%	12%
COc1ccc(/C=N/NC(=S)Nc2cccc(C(=O)O)c2)cc1OC	6%	19%	-0.2%	2.5%	8%	-2.8%	7%	-10%	-9%
CC(C)(C)C(O)C(Cc1ccccc1Cl)n1cncn1 (configuration not stated)	4%	10%	-0.1%	0.7%	-27%	0.7%	7%	-14%	-2%
CN1CCN(C(=O)/C(C#N)=C/c2ccc(OC(F)F)cc2)CC1	14%	nt	-0.1%	-0.5%	-5%	2.3%	0%	-4%	10%
COc1cc(NC(=O)CSc2nnc(NC(C)C)s2)cc(OC)c1OC	7%	11%	0.3%	-1.6%	9%	-2.0%	-8%	-37%	8%
O=C(c1nc2ccccn2c1CN1CCCC(OCc2ccccc2)C1)N1CCCC1 (configuration not stated)	7%	9%	-0.1%	0.3%	-13%[20 µM]	nt	18%	12%	6%
O=C(NCc1ccccc1)c1cccc(NS(=O)(=O)c2cccc3cccnc23)c1	7%	5%	-0.3%	2.0%	-5%	8.4%	11%	-23%	-10%
